Compound activity from PubChem.
Glyco luc inh: increase of ERlucT glycosylation luciferase signal, primary screen, N-linked glycosylation inhibitor project, D54 ERlucT cells, luminescence, set 2; AID 588692, 2011; D54 ERlucT glycosylation luciferase reporter, 24 h; percent of 100 nM tunicamycin response; 360,000 tested, 0.23% active; reporter increase, % at 12.5 µM;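 active means mean luciferase reporter signal, scaled so untreated is 0 and the glycosylation-blocking control 100, at or above a set limit in every replicate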;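 further: luciferase carries N-glycosylation sites so blocking glycosylation raises the light; 0% = median of neutral control wells and 100% = median of 100 nM tunicamycin wells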
aDG glyco up: activators of alpha-DG glycosylation, primary screen, uHTS, Pro5-aDG cells, AlphaScreen. alpha-DG glycosylation AlphaScreen (IIH6); 0% Pro5, 100% B10-LARGE cell signal. activation, % at 10 µM. 360,000 tested, 0.22% active;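 active means activation of at least 8% versus controls, or a plate z-score of at least 8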;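 further: Pro5 are CHO cells carrying HIG-tagged alpha-DG that lacks glycosylation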
ABHD5-PLIN5 inh: ABHD5-PLIN5 interaction inhibitors, primary screen, cell lysate, split luciferase complementation, luminescence; Split G. princeps luciferase complementation, 4 h; inhibition, % at 4 µM; Perilipin-5 (Homo sapiens) + 1-acylglycerol-3-phosphate O-acyltransferase ABHD5 (Homo …; 360,000 tested, 0.78% active;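 active means inhibition above the mean inhibition across every tested compound plus 3 SD, cut at about 22% in these data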;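 further: 0% = DMSO only wells and the 100% control is not disclosed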
TLR9-MyD88 inh: inhibitors of TLR9-MyD88 association in cells, primary screen, cell-based, CHO, BLA complementation, fluorescence. Toll-like receptor 9 (Homo sapiens) + Myeloid differentiation primary response protein …. CCF4 FRET ratio. inhibition, % at 4.98 µM. 340,000 tested, 0.21% active. AID 504734, 2011;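 active means inhibition above the mean over all tested compounds plus 3 SD, cut at about 21% in these data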;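 further: 0% = DMSO only wells and 100% = clavulanate BLA inhibitor control wells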
MC4R ag barr: MC4R agonists recruiting beta-arrestin, primary screen, cell-based, luminescence, agonist arm of biased-ligand search; Melanocortin receptor 4 (Homo sapiens), P32245; U2OS MC4R beta-arrestin complementation; percent of melanotan II response, DMSO zero; activation, % at 8.9 µM; 360,000 tested, 0.98% active; AID 540308, 2011;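 active means activation above a per-plate cutoff, the mean activation of sample wells on that plate plus 3 SD, cut at about 8% in these data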
Target sequence (P32245 whole entry, looked up): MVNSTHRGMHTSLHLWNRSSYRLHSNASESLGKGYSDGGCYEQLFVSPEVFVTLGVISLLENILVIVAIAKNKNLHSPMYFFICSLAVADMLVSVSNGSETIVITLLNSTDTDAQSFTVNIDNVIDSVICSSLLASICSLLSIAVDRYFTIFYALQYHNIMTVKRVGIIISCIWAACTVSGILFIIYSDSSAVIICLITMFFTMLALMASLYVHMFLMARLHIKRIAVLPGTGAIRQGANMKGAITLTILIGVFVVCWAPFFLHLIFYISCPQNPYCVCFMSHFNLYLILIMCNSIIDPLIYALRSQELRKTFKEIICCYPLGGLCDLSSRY
NOD2 RIPK2 PPI: NOD2-RIPK2 binding disruptors in cells, primary screen, fluorescence, CHO cells, BLA complementation; 360,000 tested, 0.38% active; CCF4 ratio; inhibition, % at 4.98 µM; Receptor-interacting serine/threonine-protein kinase 2 (Homo sapiens), O43353; AID 624267, 2012; in the data active means inhibition above about 21%;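 further: 0% = vehicle only and 100% = reference blocker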
Target sequence (O43353 whole entry, looked up): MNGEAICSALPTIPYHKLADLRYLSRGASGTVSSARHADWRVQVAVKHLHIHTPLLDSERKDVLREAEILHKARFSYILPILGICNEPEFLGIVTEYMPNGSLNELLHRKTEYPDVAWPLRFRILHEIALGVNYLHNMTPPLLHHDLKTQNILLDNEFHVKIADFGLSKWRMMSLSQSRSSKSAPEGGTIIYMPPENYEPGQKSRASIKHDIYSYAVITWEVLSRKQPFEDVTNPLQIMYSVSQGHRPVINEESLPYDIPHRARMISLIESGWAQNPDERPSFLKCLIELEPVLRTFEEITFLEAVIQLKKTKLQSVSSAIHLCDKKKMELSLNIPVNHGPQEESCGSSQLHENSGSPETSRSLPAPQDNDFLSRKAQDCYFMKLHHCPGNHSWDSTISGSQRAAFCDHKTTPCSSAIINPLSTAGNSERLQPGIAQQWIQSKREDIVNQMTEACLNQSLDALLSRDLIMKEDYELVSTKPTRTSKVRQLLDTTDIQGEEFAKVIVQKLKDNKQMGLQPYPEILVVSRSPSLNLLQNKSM
ABCB6 inh 2: ABCB6 transporter inhibitors, primary screen, K562-ABCB6 cells, flow cytometry, MLPCN library; ATP-binding cassette sub-family B member 6 (Homo sapiens), Q9NP58; K562-ABCB6 porphyrin accumulation, 1 h; stronger effect = lower value; fluorescence ratio to DMSO, % at 10 µM; 360,000 tested, 0.19% active;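 active means fluorescence ratio to DMSO below 75%, the collection mean minus 3 SD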;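 further: signal is porphyrin accumulated inside mitochondria; 100% equals median channel fluorescence of DMSO control wells; lower ratio means ABCB6 inhibition with less porphyrin fluorescence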
Exocytosis inh: LAMP-1 surface exposure blockers, TALL-104 cells – cell-based, flow cytometry, MLPCN library, primary screen; TALL-104 LAMP-1 surface exposure; cells stimulated with thapsigargin and PMA; inhibition, % at 10 µM; 360,000 tested, 0.66% active; AID 651702, 2012;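 active means inhibition above about 55%, limit read from the data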
MC4R antag cAMP: MC4R antagonists of cAMP signaling, primary screen, cell-based, TR-FRET, antagonist arm of biased-ligand search | Melanocortin receptor 4 (Homo sapiens), P32245 | MC4R-expressing cells, MTII-stimulated cAMP, LANCE TR-FRET | inhibition, % at 6.5 µM | 360,000 tested, 0.48% active | AID 540295, 2011;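 active means inhibition above its plate's cutoff, the mean of tested wells on that plate plus 3 SD, cut at about 29% in these data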;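 further: 0% = Melanotan II alone and 100% = Melanotan II plus saturating MCL0020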
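Test system: U2OS cells stably expressing human melanocortin 4 receptor (MC4R); also added: Melanotan II challenge; compound: 6.5 µM single dose; timing: 30-min compound preincubation, 1-h Melanotan II challenge, 1-h detection, room temperature; signal: Eu-cAMP/anti-cAMP TR-FRET, emission 671 nm; repeats: one well per compound, no replicates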
Vif inh: HIV Vif self-association inhibitors, primary screen, imaging, HEK293T, single point; HEK293T cells, Vif self-association by quenched fluorescence, 24 h; inhibition, % at 7.49 µM; 340,000 tested, 0.35% active; AID 602346, 2012; in the data active means inhibition above about 50%, passing the limit was not always enough; further: some results filed as inactive read as strong as hits
Numbers without * were called inactive; . = no result given.

SMILES | Glyco luc inh | aDG glyco up | ABHD5-PLIN5 inh | TLR9-MyD88 inh | MC4R ag barr | NOD2 RIPK2 PPI | ABCB6 inh 2 | Exocytosis inh | MC4R antag cAMP | Vif inh
CSC1=C(C#N)C(c2ccccc2Cl)C(C(C)=O)=C(C)N1 (stereo unspecified) | 4 | -0.2 | -1 | -1 | -0.1 | 2 | 99 | 0 | -6 | -20
CCn1c(C)cc(C(=O)COC(=O)c2ccccc2[N+](=O)[O-])c1C | -17 | 0.0 | -10 | 2 | -0.8 | -16 | 97 | -1 | 2 | -5
CCc1ccc(C(=O)Nn2c(C)nc3ccccc3c2=O)cc1 | 1 | -0.1 | 8 | -1 | -0.2 | -3 | 105 | 2 | 5 | 2
c1ccc2c(COn3nnc4ccccc43)cccc2c1 | -2 | 0.0 | 0 | 5 | -1.0 | 0 | 102 | 8 | 6 | -2
CCCc1cc(N2CCOCC2)n2nc(C)c(-c3ccccc3)c2n1 | -2 | 0.4 | 1 | -6 | 0.2 | -6 | 98 | 9 | 2 | -1
CCCN(CCC)Cc1c(C(=O)N/N=C/c2ccc(C)o2)nnn1-c1nonc1N | 22 | 0.0 | 1 | 2 | 13* | 4 | 102 | -3 | 6 | -2
COc1ccc2sc(-c3ccc(N(C)C)cc3)c(C#CC(C)(C)O)c2c1 | 11 | 1.4 | -16 | -106 | 3.4 | -75 | 100 | 4 | 16 | -2
O=C(NCc1cccs1)C(=O)NCC(c1ccco1)N1CCN(c2ccc(F)cc2)CC1 (stereo unspecified) | -4 | 0.4 | 1 | -2 | -2.8 | -10 | 95 | -1 | 12 | -3
Cn1ncc([N+](=O)[O-])c1C(=O)N/N=C/c1cccc([N+](=O)[O-])c1 | -3 | -0.2 | -7 | 5 | -2.4 | -2 | 98 | 0 | -9 | -4
CN(Cc1ccccc1)C(=O)c1cccc(NC(=O)Cc2ccc(NC(=O)C3CCN(C(=O)C4CCC4)CC3)cc2)c1 | -1 | 0.2 | 1 | -3 | -1.3 | -1 | 97 | 0 | 2 | -14
Oc1ccc(/C=N/Nc2nc(-c3ccc(Cl)cc3)cc(C(F)(F)F)n2)cc1 | -1 | -0.1 | -11 | -17 | 14* | 4 | 95 | 6 | 6 | -6
CN(c1ccccc1)S(=O)(=O)c1cccc(C(=O)NCc2ccccc2CN2CCCC2)c1 | -6 | 0.1 | 6 | -1 | -0.9 | -1 | 93 | -2 | 7 | 14
CC(C)C(=O)NC(=S)Nc1ccc(S(=O)(=O)NC(C)(C)C)cc1 | -1 | 0.2 | -5 | -4 | -1.9 | -8 | 189 | -13 | -5 | .
CCOc1ccccc1NC(=O)CCNS(=O)(=O)c1cccc2nonc12 | 1 | 0.0 | -6 | -2 | -1.5 | -8 | 95 | 0 | -1 | -15
CNc1nc(OCCNC(=O)Nc2ccccc2)nc(N2CCOCC2)n1 | 1 | 0.0 | 2 | 12 | -1.5 | -6 | 97 | 9 | 6 | 13
c1ccc(C2=Nn3c(nnc3-c3cccnc3)SC2)cc1 | 3 | -0.2 | -5 | -1 | -0.3 | 7 | 103 | -2 | -3 | -3
O=C(O)CCCC(=O)N1CCC(C(O)(c2ccccc2)c2ccccc2)CC1 | 2 | 0.0 | 3 | -3 | -1.0 | 1 | 96 | -1 | 6 | 6
O=C(COc1ccc(F)cc1)Nc1ccc2c(c1)OCCO2 | -1 | -0.2 | 8 | 4 | 2.0 | -1 | 107 | -7 | -4 | 1
CN(C)CCCNc1nc2cc(-c3ccc4c(ccn4C)c3)sc2c(=O)n1C | -2 | -0.1 | 11 | . | -2.0 | 3 | 103 | 1 | -1 | .
COC(=O)C1CCN(C(=O)COc2ccc(N(C)S(=O)(=O)c3ccc(C)cc3)cc2)CC1 | 2 | -0.6 | 12 | -4 | 0.2 | -23 | 98 | 3 | 3 | 1
Cc1cccc(N2C(=O)C(Cc3ccccc3)NC2=S)c1 (stereo unspecified) | -3 | 0.2 | -6 | 4 | -1.3 | 1 | 100 | -8 | 1 | -2
Cc1c(NC(=O)C(C)SC(=S)N2CCCC2)c(=O)n(-c2ccccc2)n1C (stereo unspecified) | -1 | 0.0 | -17 | -8 | -0.5 | -3 | 96 | 0 | 6 | -3
O=C(NCCN1CCC(n2c(=O)[nH]c3ccccc32)CC1)C(c1ccccc1)c1ccccc1 | . | 0.2 | 2 | . | . | -6 | 91 | 13 | . | .
O=C(c1ccccc1Sc1c(Cl)cccc1[N+](=O)[O-])N1CCOCC1 | 0 | -0.3 | -1 | 8 | -0.3 | -2 | 98 | -6 | 0 | 0
CC(C)(C)c1ccc(S(=O)(=O)NC(=O)C2(C)CCN2C(=O)Cc2ccc(-c3ccccc3)cc2)cc1 (stereo unspecified) | 1 | -0.2 | -3 | . | -0.7 | -17 | 90 | -4 | 3 | 2
CCOC(=O)C1CCN(C(=O)C2CCC(=O)N(CC3CCCCC3)C2)CC1 (stereo unspecified) | 0 | 0.1 | 0 | 4 | -1.4 | 0 | 98 | 3 | 16 | .
O=C(N/C(=C/c1ccccc1Cl)C(=O)N1CCCC1)c1ccccc1 | 1 | 0.7 | 10 | 1 | 0.4 | -10 | 97 | 15 | 1 | 3
CC(C)C1C(=O)N(Cc2cn(CCC3OCCO3)nn2)CCS(=O)(=O)N1Cc1ccc(-c2cccc(CO)c2)cc1 (stereo unspecified) | 0 | -0.1 | 8 | 4 | -0.4 | -11 | 96 | -1 | 6 | -2
Cc1nc(NC(=O)C2CC2)sc1C(=O)NC1CCCCC1 | -1 | -0.1 | -3 | . | -0.4 | -12 | 101 | -1 | 4 | 19
CC1(C)C(=O)NCCN1C(=O)CCC(=O)O | 2 | -0.4 | 7 | -9 | 0.4 | -3 | 101 | -4 | 9 | 11
CC(=O)Nc1ccccc1NC(=O)c1ccc(C)cc1C | 2 | 0.2 | 2 | . | -0.9 | -13 | 98 | 0 | -8 | -1
S=C(Nc1cccc(Cl)c1)Nc1ccc2c(c1)OCCO2 | -1 | -0.3 | -6 | -7 | -2.7 | -4 | 98 | -3 | 4 | 0
CSc1ccccc1NC(=S)Nc1cc(C)cc(C)c1 | -2 | 0.0 | -6 | -1 | -1.0 | -6 | 94 | 0 | -5 | 25
CC(=O)Nc1ccc(NC(=O)CN(C)CCC#N)cc1 | 0 | -0.1 | -4 | 7 | -2.1 | -3 | 98 | 1 | 2 | 8
CC1CN(S(=O)(=O)c2cc(C(=O)NC(C)c3cccnc3)ccc2Cl)CC(C)O1 (stereo unspecified) | -1 | 0.2 | 3 | -1 | 1.8 | -7 | 94 | 2 | -2 | 6
O=C(COc1ccc(C(=O)c2ccccc2)cc1)NCC1CCCCC1 | 0 | 0.3 | -8 | -5 | -1.0 | -3 | 93 | 0 | -1 | -15
COc1ccc(CCN2C(=O)CC(NNC(=O)c3ccccc3Br)C2=O)cc1OC (stereo unspecified) | 0 | -0.1 | 2 | -10 | -0.6 | -10 | 100 | -1 | 14 | -5
CCn1nc(C)c(CNC(=O)c2cc(COc3cncc(Cl)c3)on2)c1C | -4 | 0.0 | -3 | -6 | -3.3 | -8 | 95 | -1 | -1 | -1
Cc1cc(C)c(S(=O)(=O)c2ccccc2C(C)C)c(=O)[nH]1 | 1 | -0.1 | 4 | -6 | 0.9 | 4 | 91 | -2 | 12 | -9
O=C(O)CC(Cc1ccccc1)c1ccc2c(c1)OCO2 (stereo unspecified) | 4 | -0.3 | -6 | 6 | -1.4 | -7 | 102 | -4 | 4 | 18
CC(=O)Nc1ccc(NC(=O)CSc2ccc(-c3cccs3)nn2)cc1 | -1 | -0.2 | -1 | -1 | -0.8 | -6 | 91 | 1 | -2 | -3
COC(c1ccccc1)c1nnc(CCC(=O)N2CCCCCCC2)o1 (stereo unspecified) | -1 | 0.7 | -2 | -3 | -2.3 | -8 | 99 | -4 | 13 | 1
CCc1ccc(NC(=S)N(CCOC)C2CCN(C(C)=O)CC2)cc1 | 0 | 0.3 | 3 | 2 | -2.3 | 4 | 102 | -1 | 8 | -1
CCOC(=O)c1sc(NC(=O)CN2CCN(c3ccc(OC)cc3)CC2)nc1C | 2 | -0.2 | -2 | 6 | -1.5 | 6 | 98 | 1 | 1 | -1
Cc1cc(=O)[nH]c(SCc2nc3ccc([N+](=O)[O-])cc3[nH]2)n1 | 0 | -0.3 | -4 | -2 | -1.4 | -8 | 112 | -3 | -5 | 4
CCCCCCCC(=O)O | -1 | 0.0 | -4 | -23 | 0.3 | -3 | 100 | 5 | 15 | 14
CC1CCN(C(=O)CCc2ccc(S(=O)(=O)NC(C)(C)C)cc2)CC1 | -3 | 0.2 | 0 | -4 | -0.3 | -4 | 102 | 3 | -1 | -1
NC(=O)c1ccc(NC(=O)CSc2nnc(-c3ccc4c(c3)OCO4)o2)cc1 | 2 | -0.2 | -10 | 9 | -0.8 | -16 | 101 | -1 | 0 | -4
CC(=O)N1CCc2c(sc(NC(=O)CCS(=O)(=O)c3ccccc3)c2C#N)C1 | 0 | 0.2 | -4 | -4 | -3.4 | 2 | 100 | 2 | 7 | 2
CCCCn1nnnc1C(CCSC)N1CCN(C/C=C/c2ccccc2)CC1 (stereo unspecified) | -1 | 0.1 | -4 | . | . | 2 | 101 | -3 | . | -2

Other records:
SMILES | Glyco luc inh | aDG glyco up | ABHD5-PLIN5 inh | TLR9-MyD88 inh | MC4R ag barr | NOD2 RIPK2 PPI | ABCB6 inh 2 | Exocytosis inh | MC4R antag cAMP | Vif inh
CCn1cc(/C=C(\NC(=O)c2ccc(OC)cc2)C(=O)N2CCOCC2)c2ccccc21 | 0 | 0.1 | 3 | 16 | 0.3 | -6 | 96 | 1 | -6 | 0
O=S(=O)(/N=C(/Nc1cccnc1Cl)c1ccccc1)c1ccccc1 | 0 | -0.2 | 6 | -12 | -1.6 | -6 | 89 | -1 | 4 | 0
C/C(=N\NC(=S)NCC(C)(C)C)c1cc(F)cc(F)c1O | 2 | -0.1 | 15 | 9 | 4.8 | -4 | 101 | 4 | 0 | 2
CCCCOc1ccc(-c2c(C#N)c(N)[nH]c(=S)c2C#N)cc1 | 2 | 0.1 | 1 | . | 0.3 | -4 | 99 | 10 | 24 | -1

This is a subset (hit frequency here may not be typical).
